MEKK2mut PB1 HTS: MEK5 binding signal on mutant MEKK2 PB1, primary screen, biochemical, multiplex bead flow cytometry, Alexa488-MEK5 | hit rate 0.35% among 290,000 | AID 1530, 2009 | percent response, % at 10 µM | Alexa488-MEK5 binding to MEKK2 mutant; in the data active means percent response above about 24%, passing the limit was not always enough; further: inactives centre near 1; some results filed as inactive read as strong as hits; reference of the scale not given here
V1R ag counter: agonists of human V1a receptor, primary screen, counter-screen for OXTR agonist project, fluorescence, CHO-V1R cells; Vasopressin V1a receptor (Homo sapiens), P37288; Fluo-8 calcium fluorescence, agonist mode; 0% DMSO, 100% 3 nM vasopressin; activation, % at 3 µM; hit rate 0.25% among 320,000; AID 2797, 2010;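 active means activation above the mean activation of all tested compounds plus 3 SD, per screening run, cut at about 20% in these data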;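 further: signal is peak over basal fluorescence ratio across a 100 second FLIPR read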
NALP1 inh: NALP1 inflammasome inhibitors in reconstituted yeast, colorimetric, S. cerevisiae, triplicate retest | hit rate 0.61% among 280,000 | inhibition, % at 10 µM | AID 2071, 2009 | S. cerevisiae NALP1/ASC/caspase-1 growth, X-gal OD620, 72 h; in the data active means inhibition mostly above about 24%, no sharp cut-off; inactive means mostly below about 32%; further: some compounds called inactive have numbers as strong as hits
GalR3 antag: GalR3 antagonists in HEK293 cells, primary screen, cell-based, fluorescence readout; HEK293 GalR3-CNG cAMP membrane potential fluorescence; galR3 body fused to GalR1 C-terminus; inhibition, % at 3 µM; hit rate 0.44% among 360,000;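 active means inhibition above the screen-wide average plus 3 SD, cut at about 13% in these data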;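 further: forskolin and galanin both at EC90 stimulate the cells; cAMP rise reported by CNG channel membrane potential dye signal; 0% = forskolin plus galanin with DMSO and 100% = forskolin alone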
Target sequence (O60755 1-299 limits assumed): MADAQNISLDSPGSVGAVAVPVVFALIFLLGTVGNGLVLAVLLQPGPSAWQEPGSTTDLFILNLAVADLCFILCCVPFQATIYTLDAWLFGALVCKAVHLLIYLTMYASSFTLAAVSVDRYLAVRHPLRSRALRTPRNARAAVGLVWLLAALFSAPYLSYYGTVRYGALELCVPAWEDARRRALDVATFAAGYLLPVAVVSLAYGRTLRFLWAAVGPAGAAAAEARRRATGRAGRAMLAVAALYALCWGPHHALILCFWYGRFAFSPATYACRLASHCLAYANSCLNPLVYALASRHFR
GPR7 antagonist: GPR7 receptor antagonists, primary screen, cell-based, fluorescence, single concentration; Neuropeptides B/W receptor type 1 (Homo sapiens), P48145; GPR7-expressing cells, fluorescence antagonist assay; inhibition, % at 4.4 µM; AID 1861, 2009; hit rate 1.1% among 290,000; in the data active means inhibition above about 16%, passing the limit was not always enough;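 further: cells stimulated with the agonist NPW; 0% = agonist with vehicle and 100% = vehicle without agonist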
Target sequence (P48145 whole entry, looked up): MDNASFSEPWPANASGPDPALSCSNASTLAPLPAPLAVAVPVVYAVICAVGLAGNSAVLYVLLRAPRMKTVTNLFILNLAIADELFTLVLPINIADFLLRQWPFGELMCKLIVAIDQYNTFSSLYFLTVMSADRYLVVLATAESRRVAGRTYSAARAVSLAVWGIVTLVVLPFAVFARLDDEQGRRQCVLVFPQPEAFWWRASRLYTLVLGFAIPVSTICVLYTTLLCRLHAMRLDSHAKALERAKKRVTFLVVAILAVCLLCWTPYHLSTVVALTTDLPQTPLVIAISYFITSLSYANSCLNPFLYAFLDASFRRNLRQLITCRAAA
OXTR agonist: human OXTR agonists, primary screen, fluorescence, CHO-OTR cells, Fluo-8 calcium | activation, % at 3 µM | Oxytocin receptor (Homo sapiens), P30559 | hit rate 0.32% among 320,000 | Fluo-8 calcium fluorescence; normalized: DMSO 0%, oxytocin 100%;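 active means activation above the mean of all tested compounds plus 3 SD, cutoff set per screening run, cut at about 20% in these data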;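 further: peak over basal fluorescence ratio from a 100 s FLIPR kinetic read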
Target sequence (P30559 whole entry, looked up): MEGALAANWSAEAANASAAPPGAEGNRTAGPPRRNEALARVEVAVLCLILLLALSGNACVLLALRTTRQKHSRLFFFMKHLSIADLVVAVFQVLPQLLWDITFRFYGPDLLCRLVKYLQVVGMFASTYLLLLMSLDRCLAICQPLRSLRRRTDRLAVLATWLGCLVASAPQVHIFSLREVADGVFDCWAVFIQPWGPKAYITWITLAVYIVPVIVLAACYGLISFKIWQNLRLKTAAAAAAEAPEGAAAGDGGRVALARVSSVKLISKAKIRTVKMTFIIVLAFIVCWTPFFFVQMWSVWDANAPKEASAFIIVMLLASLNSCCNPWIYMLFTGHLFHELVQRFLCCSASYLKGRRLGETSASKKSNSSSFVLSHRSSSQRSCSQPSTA
OXTR potentiate: human OXTR potentiators, primary screen, fluorescence, CHO-OTR cells, Fluo-8 calcium. Oxytocin receptor (Homo sapiens), P30559. Fluo-8 calcium fluorescence, potentiator mode; 0% = oxytocin EC15, 100% = EC100. activation, % at 3 µM. hit rate 0.061% among 320,000;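 active means activation above that plate's cutoff, the mean activation of tested compounds plus 3 SD, cut at about 6.6% in these data, passing the limit was not always enough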;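 further: 100% uses oxytocin at 75 nM as the full agonist control; some results filed as inactive read as strong as hits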
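test system = CHO-OTR cells, human receptor | compound = single-point 3.0 µM | schedule = 6 min compound pre-incubation at room temperature, 100 s kinetic read | signal = Fluo-8 no-wash calcium dye fluorescence, excitation 470-495 nm, emission 515-575 nm | repeats = single well per compound, singlicate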
PfM18AAP inh: PfM18AAP inhibitors, malaria aminopeptidase, primary screen, biochemical, QFRET, recombinant enzyme | M18 aspartyl aminopeptidase (Plasmodium falciparum 3D7) | H-Glu-NHMec fluorogenic cleavage | inhibition, % at 7.35 µM | hit rate 1.2% among 290,000 | AID 1822, 2009;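 active means inhibition above the campaign mean inhibition over all tested compounds plus 3 SD, cut at about 28% in these data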;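 further: 0% = plate median of test compound wells and 100% = 2 mM ZnCl2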
MEKK2wt PB1 HTS: modulators of MEK5 binding to wildtype MEKK2, primary screen, biochemical, multiplex bead flow cytometry, Alexa488-MEK5; Mitogen-activated protein kinase kinase kinase 2 (Homo sapiens), Q9Y2U5; Alexa488-MEK5 binding to MEKK2 WT; actives lie on both sides; binding response (% of control), % at 10 µM; hit rate 1.1% among 290,000; AID 1531, 2009; in the data active means binding response below about 67% or above about 130%
Numbers without * were called inactive; . = no result given.

SMILES	MEKK2mut PB1 HTS	V1R ag counter	NALP1 inh	GalR3 antag	GPR7 antagonist	OXTR agonist	OXTR potentiate	PfM18AAP inh	MEKK2wt PB1 HTS
Cc1cccc(NC(=O)NC(C)CCc2ccccc2)c1 (configuration not stated)	7	3.0	23	-7	1	-1.9	-3	0	82
Cn1cnnc1SCC(=O)Nc1ccc(Cl)c(S(=O)(=O)N2CCOCC2)c1	-9	0.9	11	-6	-8	0.3	2	-16	86
CCC1(CC)C(=O)C(C)(C)C(=O)OC1c1cccs1 (configuration not stated)	-2	-0.4	27	-2	-13	-3.1	1	10	96
Cc1ccc(S(=O)(=O)N(Cc2cc3cc4c(cc3[nH]c2=O)OCCO4)CC2CCCO2)cc1 (configuration not stated)	6	-0.1	-26	1	-13	-0.7	3	-3	100
O=C(COc1ccccc1Br)Nc1ccc(S(=O)(=O)N2CCCC2)cc1	.	4.8	.	0	.	0.5	-10	.	.
CCOC(=O)C1=C(C)NC(SCC(=O)Nc2cc(C)on2)=C(C#N)C1c1cccs1 (configuration not stated)	-9	-0.8	-2	-2	-5	0.0	-9	2	81
Cc1ccc(NC(=O)COc2nsnc2N2CCOCC2)cc1Cl	-4	9.0	-9	-10	-2	5.7	-11	0	93
Cn1cnc2c1c(=O)n(Cc1cccc(Br)c1)c(=O)n2C	-4	0.6	3	-3	2	2.1	-4	0	95
COC(=O)c1c(C)[nH]c(O)c1C=Nc1ccc(C(C)C)cc1	1	0.7	-4	-3	-16	-0.9	-6	7	86
CC(C)(C)c1ccc(/C=C2\SC(=O)N(CCNC(=O)c3cccc(S(=O)(=O)N4CCOCC4)c3)C2=O)cc1	0	1.1	22	.	-7	3.3	-7	-1	100
O=C(NC1CCSc2ccccc21)c1c(F)cccc1Cl (configuration not stated)	-3	-0.1	12	1	-7	11	-10	-11	99
CCOC(=O)c1c(C)n(C)c2ccc(OCC(O)CN3C(=O)c4ccccc4S3(=O)=O)cc12 (configuration not stated)	-1	0.7	26	-1	-4	0.5	-7	5	96
O=C(NCCCN1CCOCC1)C1Nc2ccc(OC(F)(F)F)cc2C2C=CCC12 (configuration not stated)	3	-0.1	.	-2	.	-0.7	-15	.	106
Cc1cc([N+](=O)[O-])ccc1NC(=O)CCC(=O)N1CCCC1	2	8.3	8	0	-1	-0.2	-12	-1	105
Cc1ccc(OCCCCNC2CCCC(C)C2C)c(C)c1 (configuration not stated)	9	8.8	30*	-11	9	14	-13	-3	129
Cc1csc(SC(C)C(=O)Nc2ccc(S(=O)(=O)N3CCCC3)cc2)n1 (configuration not stated)	-1	0.8	17	-4	0	-0.7	-14	-3	89
O=c1[nH]ncc(N2CCN(Cc3ccccc3)CC2)c1Cl	-13	4.6	0	-2	-6	0.7	4	5	82
CCOC(=O)c1c(C)[nH]c(C(=O)OCC(=O)N2CCCC2=O)c1C	.	0.4	.	-1	.	0.9	-8	.	.
O=c1[nH]cnc2c1ncn2[C@@H]1C[C@@H](O)[C@H](CO)O1	5	-0.2	-24	-10	1	-0.3	-17	-12	110
COc1ccc(-c2cccc(C(=O)NCC(=O)O)c2)cc1	3	0.6	11	-7	3	1.1	2	10	101
O=C(NCCS(=O)(=O)NCC1CCCO1)c1ccccc1 (configuration not stated)	.	-0.8	.	2	.	1.2	-3	.	.
c1ccc2c(c1)ncn2CCCOc1ccc2c(c1)CCC2	-7	2.8	19	-5	-3	1.6	-3	-7	93
CC(C)(C)OC(=O)N/N=C\c1ccc([N+](=O)[O-])s1	-9	0.5	-14	-3	-5	0.1	4	18	96
CCCc1nc(SCC(=O)Nc2ccccc2OC)c2c(=O)n(C)c(=O)n(C)c2n1	6	-0.6	.	.	3	-1.6	-4	3	108

14 entries from above, in markdown.
| Molecule | MEKK2mut PB1 HTS | V1R ag counter | NALP1 inh | GalR3 antag | GPR7 antagonist | OXTR agonist | OXTR potentiate | PfM18AAP inh | MEKK2wt PB1 HTS |
| --- | --- | --- | --- | --- | --- | --- | --- | --- | --- |
| O=C(NC1CCSc2ccccc21)c1c(F)cccc1Cl (configuration not stated) | -3 | -0.1 | 12 | 1 | -7 | 11 | -10 | -11 | 99 |
| CCOC(=O)c1c(C)n(C)c2ccc(OCC(O)CN3C(=O)c4ccccc4S3(=O)=O)cc12 (configuration not stated) | -1 | 0.7 | 26 | -1 | -4 | 0.5 | -7 | 5 | 96 |
| O=C(NCCCN1CCOCC1)C1Nc2ccc(OC(F)(F)F)cc2C2C=CCC12 (configuration not stated) | 3 | -0.1 | . | -2 | . | -0.7 | -15 | . | 106 |
| Cc1cc([N+](=O)[O-])ccc1NC(=O)CCC(=O)N1CCCC1 | 2 | 8.3 | 8 | 0 | -1 | -0.2 | -12 | -1 | 105 |
| Cc1ccc(OCCCCNC2CCCC(C)C2C)c(C)c1 (configuration not stated) | 9 | 8.8 | 30* | -11 | 9 | 14 | -13 | -3 | 129 |
| Cc1csc(SC(C)C(=O)Nc2ccc(S(=O)(=O)N3CCCC3)cc2)n1 (configuration not stated) | -1 | 0.8 | 17 | -4 | 0 | -0.7 | -14 | -3 | 89 |
| O=c1[nH]ncc(N2CCN(Cc3ccccc3)CC2)c1Cl | -13 | 4.6 | 0 | -2 | -6 | 0.7 | 4 | 5 | 82 |
| CCOC(=O)c1c(C)[nH]c(C(=O)OCC(=O)N2CCCC2=O)c1C | . | 0.4 | . | -1 | . | 0.9 | -8 | . | . |
| O=c1[nH]cnc2c1ncn2[C@@H]1C[C@@H](O)[C@H](CO)O1 | 5 | -0.2 | -24 | -10 | 1 | -0.3 | -17 | -12 | 110 |
| COc1ccc(-c2cccc(C(=O)NCC(=O)O)c2)cc1 | 3 | 0.6 | 11 | -7 | 3 | 1.1 | 2 | 10 | 101 |
| O=C(NCCS(=O)(=O)NCC1CCCO1)c1ccccc1 (configuration not stated) | . | -0.8 | . | 2 | . | 1.2 | -3 | . | . |
| c1ccc2c(c1)ncn2CCCOc1ccc2c(c1)CCC2 | -7 | 2.8 | 19 | -5 | -3 | 1.6 | -3 | -7 | 93 |
| CC(C)(C)OC(=O)N/N=C\c1ccc([N+](=O)[O-])s1 | -9 | 0.5 | -14 | -3 | -5 | 0.1 | 4 | 18 | 96 |
| CCCc1nc(SCC(=O)Nc2ccccc2OC)c2c(=O)n(C)c(=O)n(C)c2n1 | 6 | -0.6 | . | . | 3 | -1.6 | -4 | 3 | 108 |

Next section.
SMILES	MEKK2mut PB1 HTS	V1R ag counter	NALP1 inh	GalR3 antag	GPR7 antagonist	OXTR agonist	OXTR potentiate	PfM18AAP inh	MEKK2wt PB1 HTS
CC(CCc1ccccc1)NC(=O)C1CCN(S(=O)(=O)N2CCCCC2)CC1 (configuration not stated)	5	4.8	-1	-3	-11	4.6	-10	-3	104
N#C/C(=C/c1ccc(Sc2nc3ccccc3[nH]2)o1)c1ccccc1F	0	6.2	20	-4	-10	6.3	-10	-4	95
CC(=O)NC1(c2ccccc2)CCN(C(=O)N2CCOCC2)CC1	4	1.1	6	-1	-5	2.7	-19	4	109
N#Cc1ccc(NC(=O)CSc2n[nH]c(=O)n2C2CC2)cc1	.	-0.4	.	-4	.	1.5	-5	.	.
CCOC(=O)C1CCN(Cc2ccc(OC)cc2OC)CC1	-4	0.2	.	-4	-10	-0.2	6	-5	99
CCc1c(C)nc(Nc2nc(C)c3cc(OC)ccc3n2)[nH]c1=O	0	0.2	-23	0	23	0.2	-1	-6	105
CC(C)CC(C(=O)NC(C)(C)C)N(Cc1cccs1)C(=O)c1snc(C(N)=O)c1N (configuration not stated)	-2	-1.1	-8	0	-14	-2.8	-5	0	103
CC(C)(C)OC(=O)C[C@H]1C/C=C\C[C@@H](CC(=O)N(CCO)Cc2ccccc2)C(=O)NCCOC1=O	.	-0.3	.	-4	.	0.5	-5	.	.
S=C(NCC1COc2ccccc2O1)Nc1ccccc1 (configuration not stated)	-2	3.4	0	-5	-4	3.7	1	8	99
O=C(O)C(Cc1ccccc1)N1C(=O)CCC1=O (configuration not stated)	6	0.6	-2	-6	-7	1.0	-9	-2	107
CCN(CC(=O)Nc1ccccc1C(F)(F)F)C(=O)COc1cccc2c1OC(C)(C)C2	.	-0.2	.	1	.	-0.5	-9	.	.
CCNCCNC(=O)c1c(O)c2c([nH]c1=O)CCCC2	2	0.1	-2	-6	-2	0.7	1	-1	100
Cc1cc(SCC(=O)c2cc(C)n(C)c2C)nc2ccccc12	5	0.2	11	2	-1	-2.1	-5	3	95
CCOC(=O)Nc1ccc2c(c1)Sc1ccccc1N2C(=O)CCN1CCOCC1	15	0.1	6	7	7	0.8	-1	2	107
COc1cc(NC(=O)CSc2nnc3c(C)cc4c(C)ccc(C)c4n23)c(C(=O)O)cc1OC	-4	0.8	-14	-5	7	0.1	-14	3	108
O=S(=O)(NCc1ccccn1)C(F)(F)F	-3	0.0	0	-6	2	-0.9	-4	-8	98
O=C(CCNC(=O)c1ccccc1Cl)Nc1nc(-c2ccc3ccccc3c2)cs1	-1	5.3	13	-4	-9	3.4	-16	-1	96
CCOC(=O)[C@@H]1[C@H]2COc3cc(OC)ccc3[C@H]2N2C(=O)N(c3ccc(Br)cc3)C(=O)[C@]12C	.	0.7	.	-7	.	0.6	-5	.	.
CC1(C)CC(N2CCN(Cc3ccccc3)CC2)=CC(=[N+]2CCCCC2)C1	1	0.6	.	-3	-8	0.3	-8	-1	108
O=S(=O)(Nc1cccnc1)c1ccc(Br)c2ccccc12	0	1.5	22	-2	-12	0.6	0	0	103
COc1ccc(-c2csc(N3C(=O)C4C5c6ccccc6C(c6ccccc65)[C@@H]4C3=O)n2)cc1 (some centres not stated)	-1	-0.5	45	1	-1	0.2	-4	2	108
c1ccc2c(c1)CNC1(CCCCC1)C2	5	-0.7	2	1	-3	0.7	-11	1	105
O=c1c2cc3c(cc2[nH]c(=S)n1C1CCN(Cc2ccccc2)CC1)OCO3	0	0.4	16	-4	-5	-0.1	-1	-2	97
Cc1ccc(C)c(-n2nnnc2Sc2nc([N+](=O)[O-])nn2C)c1	-2	0.1	24	0	12	0.0	-10	13	95
O=c1[nH]c(/C=C/c2ccccc2OC(F)F)nc2c1cnn2-c1ccccc1	-2	0.4	44	0	-9	-0.8	-2	3	94
O=C(Cn1[nH]c(=O)c2ccccc2c1=O)NCCN1C(=O)S/C(=C\c2ccccc2)C1=O	.	7.0	.	-2	.	5.9	-10	.	.
Cc1[nH]c(=O)[nH]c(=O)c1S(=O)(=O)Nc1ccc(F)cc1F	-5	.	17	-6	-4	.	.	-2	103
CC1CN(C(=O)Nc2ccc3c(c2)OCO3)CC(C)O1 (configuration not stated)	4	0.0	51	-3	-9	0.8	-4	13	101
CCOc1ccc(NC(=O)C/C(N)=N/O)cc1	5	-0.2	3	-3	-10	0.4	-3	1	105
O=[N+]([O-])c1ccc(CSC2=NCCS2)cc1	5	-0.3	22	-4	2	-2.4	-4	4	106
CNS(=O)(=O)c1cccc(C(=O)OCc2cc(C(C)=O)ccc2OC)c1	-8	3.1	6	-4	6	3.2	-10	0	94

Screening results as filed in PubChem.
